U2OS ROS induce: cancer cell ROS induction; ROS induction (% of piperlongumine), % at 10 µM; U2OS ROS induction, H2DCF-DA fluorescence; hit rate 2% among 46,000; in the data active = ROS induction above about 79%, passing the limit was not always enough;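 note: 0% = DMSO vehicle median and 100% = reference compound median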
* hit, by the source's call.

SMILES	U2OS ROS induce
CNC[C@@H]1Oc2ccc(NC(=O)CCC(F)(F)F)cc2CC(=O)N([C@H](C)CO)C[C@@H]1C	1
COc1ccc(CCNC(=S)Nc2c(C)nn(C)c2C)cc1OC	-7
CC/C=C\CC1C(=O)C=C/C1=C/CCCCCCC(=O)O (stereo unspecified)	15
CC(C)(C)c1cc(CN2CCOCC2)c(C(=O)O)o1	-18
COc1cc2ccc(=O)oc2c(O[C@@H]2O[C@H](CO)[C@@H](O)[C@H](O)[C@H]2O)c1OC	-3
CCc1cc(=O)oc2c(C)c(OCC(N)=O)ccc12	-15
C[C@H]1CN([C@@H](C)CO)C(=O)c2cc(NC(=O)Nc3ccccc3)ccc2O[C@H]1CN(C)C(=O)Nc1ccccc1	-10
CC(=O)N1c2ccccc2C(=O)C1NC(N)=S (stereo unspecified)	0
O=C(NC1CCCCCC1)C1CC1	-19
C=C1CCC2(C(=O)OC3OC(CO)C(O)C(O)C3OC3OCC(O)C(O)C3O)CCC3(C)C(=CCC4C5(C)CCC(OC6OC(CO)C(O)C(O)C6O)C(C)(CO)C5CCC43C)C2C1 (stereo unspecified)	-2

7 neighbouring compounds already listed, for reference:
SMILES	U2OS ROS induce
CNC[C@@H]1Oc2ccc(NC(=O)CCC(F)(F)F)cc2CC(=O)N([C@H](C)CO)C[C@@H]1C	1
COc1ccc(CCNC(=S)Nc2c(C)nn(C)c2C)cc1OC	-7
CC/C=C\CC1C(=O)C=C/C1=C/CCCCCCC(=O)O (stereo unspecified)	15
CC(C)(C)c1cc(CN2CCOCC2)c(C(=O)O)o1	-18
COc1cc2ccc(=O)oc2c(O[C@@H]2O[C@H](CO)[C@@H](O)[C@H](O)[C@H]2O)c1OC	-3
CCc1cc(=O)oc2c(C)c(OCC(N)=O)ccc12	-15
C[C@H]1CN([C@@H](C)CO)C(=O)c2cc(NC(=O)Nc3ccccc3)ccc2O[C@H]1CN(C)C(=O)Nc1ccccc1	-10

Continuation:
SMILES	U2OS ROS induce
CC(C)(CO)NC(=O)c1sc2ccccc2c1Cl	7
Brc1ccc2[nH]c3c(c2c1)CCCC3NCc1ccccc1 (stereo unspecified)	-5
CNC[C@H]1Oc2c(NC(=O)Nc3ccc(C(F)(F)F)cc3)cccc2C(=O)N([C@H](C)CO)C[C@H]1C	-6
C[C@@H]1CN([C@H](C)CO)C(=O)c2cc(NS(C)(=O)=O)ccc2O[C@@H]1CN(C)C	1
Cc1noc(C)c1NC(=O)N(C)C[C@H]1Oc2ccc(NC(=O)Nc3cccc4ccccc34)cc2C(=O)N([C@@H](C)CO)C[C@@H]1C	-4
O=C(Cn1cc(C(=O)c2ccccc2F)c2ccccc21)Nc1ccccc1	6
CC1CCC(NC(=O)c2ccccc2C(=O)O)CC1 (stereo unspecified)	-8
O=C(O)CCSc1nnc2c(n1)[nH]c1ccccc12	-17
Oc1c(C(c2ccncc2)N2CCCC2)ccc2cccnc12 (stereo unspecified)	-19
COc1ccc(S(=O)(=O)Nc2ccc3c(c2)CC(=O)N([C@H](C)CO)C[C@@H](C)[C@@H](CN(C)C(=O)Nc2ccc(C(F)(F)F)cc2)O3)cc1	7
CCOC(=O)c1c(NC(=O)COc2ccccc2C)sc2c1CCC2	9
Cn1cnc2cc3c(Nc4cccc(Br)c4)ncnc3cc21	-6
C[C@@H]1CN([C@H](C)CO)C(=O)Cc2cc(NC(=O)Cc3cn(C)c4ccccc34)ccc2O[C@H]1CN(C)CC1CCCCC1	8
COc1ccc(NC(=O)N(C)C[C@@H]2Oc3ccc(NS(C)(=O)=O)cc3C(=O)N([C@H](C)CO)C[C@H]2C)cc1	-16
CC(C)(C)NC(=O)CSc1nnc(-c2ccccn2)n1-c1ccccc1	-13
CC(C)NC(=O)N(C)C[C@H]1Oc2c(NC(=O)NC3CCCCC3)cccc2C(=O)N([C@@H](C)CO)C[C@@H]1C	-9
C[C@@H]1CN([C@H](C)CO)C(=O)c2cccc(NC(=O)Nc3ccc4c(c3)OCO4)c2O[C@H]1CN(C)CC1CCCCC1	0
COc1ccc(NC(=O)Nc2cccc3c2O[C@H](CN(C)S(=O)(=O)c2ccccc2)[C@H](C)CN([C@H](C)CO)C3=O)cc1	-1
C[C@H]1CN([C@@H](C)CO)C(=O)c2cccc(NC(=O)NC3CCCCC3)c2O[C@@H]1CN(C)Cc1ccncc1	64
COc1ccc(NC(=O)N(C)C[C@H]2Oc3ccc(NC(=O)Nc4cccc5ccccc45)cc3C(=O)N([C@@H](C)CO)C[C@@H]2C)cc1	1
CC(=O)Nc1ccc(C(=O)CSc2nc3ccccc3n2C)cc1	3
CCOc1ccc2nc(S/C=C/C(=O)c3ccc(Cl)cc3)sc2c1	13
C[C@H](CO)N1C[C@H](C)[C@H](CN(C)CC2CCCCC2)Oc2ccc(NS(=O)(=O)c3ccc(F)cc3)cc2CC1=O	8
C[C@@H]1CN([C@@H](C)CO)C(=O)c2cc(NS(C)(=O)=O)ccc2O[C@H]1CN(C)Cc1ccc(C(=O)O)cc1	33
CC(C)CNP(=O)(OC1CC(C)CCC1C(C)C)c1ccccc1 (stereo unspecified)	8
C[C@H](CO)N1C[C@H](C)[C@H](CN(C)C(=O)Nc2cccc3ccccc23)Oc2ncc(C#Cc3ccc(F)cc3)cc2C1=O	37
COc1ccccc1NC(=O)c1ccc(OC(C)C(=O)O)cc1 (stereo unspecified)	-3
COC(=O)C(CC#Cc1ccc2c(c1)[C@]1(C(=O)N2)[C@H](c2ccc(OCCO)cc2)N2[C@H](c3ccccc3)[C@H](c3ccccc3)OC(=O)[C@H]2[C@@H]1C(N)=O)C(=O)OC	64
FC(F)(F)c1cccc(/C=N/n2cnnc2SCc2ccccc2)c1	4
C[C@H]1CN([C@@H](C)CO)C(=O)Cc2cc(NC(=O)Nc3ccc4c(c3)OCO4)ccc2O[C@H]1CN(C)C	-9
C[C@H](CO)N1C[C@H](C)[C@H](CN(C)C(=O)Nc2ccc(F)cc2)Oc2c(NC(=O)c3nc4ccccc4s3)cccc2C1=O	44
Cc1cc(C(=O)Nc2cccc3c2O[C@@H](CN(C)C(=O)Nc2ccc4c(c2)OCO4)[C@H](C)CN([C@H](C)CO)C3=O)n(C)n1	-11
O=C(CSc1nccc(=O)[nH]1)Nc1cccc(F)c1	3
COC(=O)c1c(-c2ccc(F)cc2)csc1NC(=O)CSc1ncnc2sc3c(c12)CCC3	-5
CC(=O)Nc1ccc(S(=O)(=O)n2cnc3ccccc32)cc1	-9
Cc1ccccc1C(=O)Nc1ccc(OCC(=O)O)cc1	-4
O=C(CSc1nc2ccccc2c2nc3ccccc3n12)c1ccccc1	0
Cc1ccc(S(=O)(=O)Nc2ccc3c(c2)C(=O)N([C@@H](C)CO)C[C@H](C)[C@@H](CN(C)C(=O)NC2CCCCC2)O3)cc1	-6
COc1ccc(Cl)cc1N(CC(=O)Nc1ccc(I)cc1)S(C)(=O)=O	-2
Cc1ccc(S(=O)(=O)Nc2ccc3c(c2)CC(=O)N([C@@H](C)CO)C[C@@H](C)[C@@H](CN(C)Cc2ccc4c(c2)OCO4)O3)cc1	1
O=C(O)CC(C(=O)Nc1cc(C(F)(F)F)cc(C(F)(F)F)c1)C1=CCCCC1 (stereo unspecified)	5
N#Cc1c(NC(=O)Cn2c(=O)oc3ccccc32)oc(-c2ccccc2)c1-c1ccccc1	-10
O=C(OCC1=CC(O)C2C=CO[C@@H](O[C@@H]3O[C@H](CO)[C@@H](O)[C@H](O)[C@H]3O)C12)c1ccccc1 (stereo partly specified)	10
C[C@@H]1CN([C@@H](C)CO)C(=O)c2cc(NC(=O)CCC(F)(F)F)ccc2O[C@H]1CN(C)C(=O)Nc1cccc2ccccc12	-4
COc1ccc(S(=O)(=O)Nc2cccc3c2O[C@@H](CN(C)C(=O)Nc2ccccc2)[C@H](C)CN([C@H](C)CO)C3=O)cc1	-3
O=C(CC1(O)C(=O)N(Cc2ccc(Cl)cc2)c2ccccc21)c1cc2ccccc2oc1=O (stereo unspecified)	19
Cc1cccc(NC(=O)c2ccccc2NC(=O)COc2ccc([N+](=O)[O-])cc2)c1C	3
COc1ccc(S(=O)(=O)Nc2cccc3c2O[C@@H](CN(C)CC2CC2)[C@@H](C)CN([C@H](C)CO)C3=O)cc1	-6
COc1ccc(NC(=O)Nc2cccc3c2O[C@H](CN(C)S(=O)(=O)c2ccc(F)cc2)[C@@H](C)CN([C@@H](C)CO)C3=O)cc1	-9
CCOC(=O)Cn1nc(C(F)(F)F)cc1C	13

Exported comma-delimited: entries from further up.
Molecule,U2OS ROS induce
Cc1cccc(NC(=O)c2ccccc2NC(=O)COc2ccc([N+](=O)[O-])cc2)c1C,3
O=C(OCC1=CC(O)C2C=CO[C@@H](O[C@@H]3O[C@H](CO)[C@@H](O)[C@H](O)[C@H]3O)C12)c1ccccc1 (stereo partly specified),10

Additional entries follow.
SMILES	U2OS ROS induce
CNC[C@@H]1Oc2c(NC(=O)Nc3ccc(C(F)(F)F)cc3)cccc2C(=O)N([C@@H](C)CO)C[C@H]1C	-10
C[C@H](CO)N1C[C@H](C)[C@H](CN(C)Cc2ccc(C(=O)Nc3ccccc3N)cc2)Oc2ccc(NC(=O)CCN3CCOCC3)cc2C1=O	39
O=C1OC(COc2ccc(Br)cc2)CN1c1ccccc1 (stereo unspecified)	-6
COc1ccc(CCNC(=S)Nc2c(C)n(C)n(-c3ccccc3)c2=O)cc1OC	-5
Cc1cc(C(=O)Nc2cccc3c2O[C@H](CN(C)CC2CCCCC2)[C@@H](C)CN([C@@H](C)CO)C3=O)n(C)n1	11
C[C@@H]1CN([C@@H](C)CO)C(=O)Cc2cc(NS(=O)(=O)c3ccc(Cl)cc3)ccc2O[C@@H]1CN(C)S(=O)(=O)c1ccc(F)cc1	12
C[C@@H]1CN([C@H](C)CO)C(=O)c2cc(NS(=O)(=O)c3cn(C)cn3)ccc2O[C@@H]1CN(C)C(=O)Nc1ccc(F)cc1	4
COc1ccc(S(=O)(=O)N2CCCC(C(=O)Nc3ccc4c(c3)OCCO4)C2)cc1Cl (stereo unspecified)	9
C[C@@H]1CN([C@H](C)CO)C(=O)c2cc(NS(=O)(=O)c3cccs3)ccc2O[C@@H]1CN(C)Cc1ccc(C(=O)Nc2ccccc2N)cc1	13
C[C@@H]1CN([C@H](C)CO)C(=O)c2cccc(NC(=O)c3cnccn3)c2O[C@H]1CN(C)Cc1ccc(-c2ccccc2)cc1	36
C[C@@H]1CN([C@@H](C)CO)C(=O)c2cc(NC(=O)Nc3ccc(F)cc3)ccc2O[C@@H]1CN(C)Cc1ccc(C(=O)Nc2ccccc2N)cc1	3
CCC(=O)OCC(=O)[C@@]1(OC(=O)CC)[C@@H](C)C[C@H]2[C@@H]3CCC4=CC(=O)C=C[C@]4(C)[C@@]3(Cl)[C@@H](O)C[C@@]21C	-7
COc1ccc(NC(=O)N(C)C[C@@H]2Oc3ccc(NS(=O)(=O)c4cn(C)cn4)cc3CC(=O)N([C@H](C)CO)C[C@H]2C)cc1	-8
C[C@@H]1CN([C@H](C)CO)C(=O)c2cc(NC(=O)CCC(F)(F)F)ccc2O[C@H]1CN(C)CC1CCCCC1	-1
COc1ccc(N2C(=O)C3CC=CCC3C2=O)cc1 (stereo unspecified)	-17
C[C@@H]1CN([C@H](C)CO)C(=O)c2cc(NS(=O)(=O)c3ccccc3)ccc2O[C@@H]1CN(C)C(=O)Nc1ccc(F)cc1	-13
COc1cccc(NC(=O)N(C)C[C@@H]2OCc3cnnn3CCCC(=O)N([C@H](C)CO)C[C@H]2C)c1	25
COc1cc(NC(=O)COc2ccc(Br)cc2C)c(OC)cc1Cl	-6
C[C@H](CO)N1C[C@H](C)[C@H](CN(C)Cc2ccc(-c3ccccc3)cc2)Oc2ccc(NC(=O)C3CCCCC3)cc2CC1=O	0
COc1ccc(CN(C)C[C@H]2Oc3ccc(NC(=O)Nc4c(C)noc4C)cc3C(=O)N([C@H](C)CO)C[C@H]2C)cc1	10
Cc1ccc(S(=O)(=O)N(C)C[C@@H]2Oc3ccc(NC(=O)Nc4ccc(F)cc4)cc3C(=O)N([C@@H](C)CO)C[C@@H]2C)cc1	3
C[C@@H]1CN([C@H](C)CO)C(=O)c2cc(NC(=O)CCC(F)(F)F)ccc2O[C@H]1CN(C)S(=O)(=O)c1ccc(Cl)cc1	4
Cc1cc(C)nc(NS(=O)(=O)c2ccc(NC(=O)C3COc4ccccc4O3)cc2)n1 (stereo unspecified)	-2
CSc1ccccc1NC(=O)CN(c1ccc(Br)cc1)S(C)(=O)=O	-8
CC(=O)OCOC(=O)CN(CC(=O)OCOC(C)=O)c1ccccc1OCCOc1ccccc1N(CC(=O)OCOC(C)=O)CC(=O)OCOC(C)=O	-9
C[C@H]1CN([C@@H](C)CO)C(=O)Cc2cc(NC(=O)Nc3ccccc3)ccc2O[C@H]1CN(C)Cc1ccc(C(F)(F)F)cc1	10
Cc1cc(OCC(=O)Nc2ccccc2N2CCN(C)CC2)cc(C)c1Cl	13
COc1ccc(S(=O)(=O)N(C)C[C@@H]2Oc3ccc(NS(=O)(=O)c4ccc(C)cc4)cc3C(=O)N([C@@H](C)CO)C[C@H]2C)cc1	-10
Cc1ccc(S(=O)(=O)N(C)C[C@@H]2Oc3ccc(N(C)C)cc3CC(=O)N([C@H](C)CO)C[C@@H]2C)cc1	21
CCn1c(C)c(CCC(=O)NCCCc2ccccc2)c(=O)n2nc(-c3ccccc3OC)cc12	21
CNc1sc(S(C)(=O)=O)nc1S(=O)(=O)c1ccc(C)cc1	0
CC(C)N=C(NS(=O)(=O)c1cccs1)c1ccccc1	-10
O=C(N/N=C/c1ccccc1Br)c1ccccn1	-2

The list is partial (hit frequency here may not be typical).
